MEX-5 binding: C. elegans MEX-5 TCR-2 RNA binding activity; MEX-5/FITC-TCR2 RNA binding, fluorescence polarization; stronger effect = lower value; AID 1832; 300,000 compounds, 0.38% hits; activity score (negative = inhibition of binding), % at 10 µM;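 active = inhibition past about -25% in most replicates, and total fluorescence under double the plate's negative control median, limit read from the data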;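 note: 0% = DMSO and -100% = 5 µM competing unlabeled TCR2 RNA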
Target sequence (Q9XUB2 whole entry, looked up): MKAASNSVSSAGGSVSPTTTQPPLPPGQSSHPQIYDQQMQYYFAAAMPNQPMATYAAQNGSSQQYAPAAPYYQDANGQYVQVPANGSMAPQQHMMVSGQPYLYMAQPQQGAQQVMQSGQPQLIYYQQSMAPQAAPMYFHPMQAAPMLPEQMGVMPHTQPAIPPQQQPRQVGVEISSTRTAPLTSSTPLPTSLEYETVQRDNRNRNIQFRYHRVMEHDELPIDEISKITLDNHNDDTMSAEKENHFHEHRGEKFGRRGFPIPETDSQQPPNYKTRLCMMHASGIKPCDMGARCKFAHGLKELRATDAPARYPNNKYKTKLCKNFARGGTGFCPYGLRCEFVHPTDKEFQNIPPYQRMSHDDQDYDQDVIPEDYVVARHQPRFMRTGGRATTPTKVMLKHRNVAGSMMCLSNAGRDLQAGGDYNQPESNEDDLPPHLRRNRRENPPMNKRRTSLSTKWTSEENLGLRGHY
Fam108B counter: counter-screen for RBBP9 inhibitors: inhibitors of mouse Fam108B. recombinant Fam108B, FP-Rh probe fluorescence polarization. inhibition, % at 9.51 µM. 300,000 compounds, 0.33% hits. AID 1947;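 active = inhibition above the screen mean inhibition plus 3 SD, computed separately per campaign, cut at about 18% in these data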;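 note: inhibitors lower polarization as less probe binds the enzyme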
Efflux pump mplx: antifungal efflux pump inhibition, Nile Red retention. S. cerevisiae Candida pump triplex. inhibition, % at 10 µM. 330,000 compounds, 0.44% hits. AID 485275;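 active = plate passing quality check with inhibition over a set limit, or well fluorescence over plate mean plus 4 SD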;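 note: Nile Red retained in pooled yeast measured as flow cytometry median fluorescence; 0% = buffer negative control and 100% = Enniatin B positive control; higher means more Nile Red kept so more efflux inhibition; some compounds called inactive have numbers as strong as hits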
CR mimetic SO: caloric restriction mimetics inhibiting age-related superoxide in yeast; S. cerevisiae aged cells, superoxide DHE fluorescence; stronger effect = lower value; superoxide response (% of plate mean), % at 10 µM; 330,000 compounds, 0.18% hits; AID 2690;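 active = superoxide response under a set limit, about three screen SD below normal, cut at about 65% in these data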;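 note: yeast aged for seven days with compound at 30 °C before DHE staining; 100% = average MFI of all compound-treated wells on the plate with controls excluded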
EBNA-1 inh: blocks EBNA-1 binding to DNA | EBNA-1 DNA binding, fluorescence polarization | inhibition, % at 14.8 µM | 300,000 compounds, 0.34% hits | AID 1950; in the data active = inhibition above about 28%
ZTA counter: counter-screen for EBNA-1 inhibitors: inhibitors of Epstein-Barr virus ZTA. ZTA-DNA binding, fluorescence polarization. inhibition, % at 11 µM. 320,000 compounds, 0.15% hits. AID 2234; in the data active = inhibition above about 33%
Target sequence (P03206 whole entry, looked up): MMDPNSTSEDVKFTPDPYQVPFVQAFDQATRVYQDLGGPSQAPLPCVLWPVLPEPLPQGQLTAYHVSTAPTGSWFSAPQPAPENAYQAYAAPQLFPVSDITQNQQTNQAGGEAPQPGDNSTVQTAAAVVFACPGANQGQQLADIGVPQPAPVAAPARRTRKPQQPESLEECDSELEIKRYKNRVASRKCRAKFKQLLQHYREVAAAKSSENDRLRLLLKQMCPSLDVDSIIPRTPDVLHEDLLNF
MCL1-BIM inh: disrupts human MCL1 binding to BIM-BH3 peptide; Q07820; GST-MCL1 / FITC-Bim-BH3 fluorescence polarization; inhibition, % at 10.9 µM; 320,000 compounds, 0.68% hits;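 active = inhibition above the mean inhibition of all tested compounds plus 3 SD, set per campaign, cut at about 40% in these data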;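 note: 0% = DMSO wells and 100% = unlabeled Bim-BH3 peptide control; higher means more loss of mP so more displacement of Bim peptide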
BCLXL inh: blocks human Bcl-xL binding to Bim BH3 peptide; GST-Bcl-xL / FITC-Bim BH3 peptide fluorescence polarization; inhibition, % at 10.9 µM; 320,000 compounds, 0.7% hits;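 active = inhibition above the mean of all tested compounds plus 3 SD, cutoff set per campaign, cut at about 30% in these data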;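 note: 0% = DMSO wells and 100% = unlabeled Bim-BH3 peptide competitor; inhibitors lower millipolarization by displacing the labeled peptide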
Target sequence (Q07817 whole entry, looked up): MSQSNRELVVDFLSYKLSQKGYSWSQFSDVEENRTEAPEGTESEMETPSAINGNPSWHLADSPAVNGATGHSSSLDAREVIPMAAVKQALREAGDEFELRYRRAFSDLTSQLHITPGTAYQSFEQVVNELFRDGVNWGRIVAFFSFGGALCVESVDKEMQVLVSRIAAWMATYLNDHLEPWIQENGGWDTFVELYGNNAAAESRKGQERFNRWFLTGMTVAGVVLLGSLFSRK
GLD-1 RNA inh: GLD-1-TGE RNA interaction inhibition (C. elegans); 320,000 compounds, 0.44% hits; inhibition, % at 5.96 µM; purified GLD-1 + fluorescein TGE RNA, fluorescence polarization; AID 2280; Q17339;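 active = percent inhibition above a per-plate cutoff, the plate mean of test compounds plus 3 SD, cut at about 30% in these data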;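 note: 0% = DMSO wells with GLD-1 and probe and 100% = wells lacking GLD-1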
* hit, by the source's call; nt = no result given.

SMILES	MEX-5 binding	Fam108B counter	Efflux pump mplx	CR mimetic SO	EBNA-1 inh	ZTA counter	MCL1-BIM inh	BCLXL inh	GLD-1 RNA inh
Cc1cccc(NC(=O)NNC(=O)COc2ccc3ccccc3c2)c1	2.5	-1	0.1	93	10	1	-8	-5	2
O=C(O)c1cc([N+](=O)[O-])ccc1NCc1ccccc1Cl	0.1	-1	-0.1	150	5	-12	5	10	5
COc1ccc(C2C(C(=O)NC(C)C)c3ccccc3C(=O)N2C)cc1OC (stereo not given)	nt	0	-0.1	106	8	23	2	5	-3
COc1ccc(CNC(=O)Cn2cncn2)cc1OC	4.7	3	-0.1	88	12	15	7	3	8
O=[N+]([O-])c1cccc(-n2cc3ccc([N+](=O)[O-])cc3n2)c1	nt	nt	-0.1	81	nt	-3	1	6	-2
COc1ccc(-n2cnc3scc(-c4ccc(OC)c(OC)c4)c3c2=O)cc1	-0.1	3	0.1	88	-1	2	-2	3	0
O=C1CCc2cc(S(=O)(=O)N3CCN(c4cccc(Cl)c4)CC3)ccc2N1	1.9	3	0.2	121	0	0	-3	4	6
O=C(Nc1ccc(S(=O)(=O)Nc2ncccn2)cc1)c1ccccc1Br	-0.3	-3	0.5	116	-3	-1	-6	-5	9
Cc1cccc(OCC(=O)N/N=C\c2cc3c(cc2[N+](=O)[O-])OCO3)c1C	0.2	-6	0.0	92	12	3	12	4	3
Cc1cccc(S(=O)(=O)N2CCN(Cc3ccc4c(c3)OCO4)CC2)c1	-0.7	3	0.0	90	3	1	-1	-1	7
CCOc1ccc(C(C(=O)NCCC(C)C)N(CCO)C(=O)c2snc(C(N)=O)c2N)cc1 (stereo not given)	-2.9	-6	0.0	113	-5	0	4	5	6
CN(c1ccccc1)S(=O)(=O)c1cccc(NS(=O)(=O)c2ccc(/C=C/C(=O)O)cc2)c1	-0.1	-6	-0.1	101	-4	12	-5	0	-3
Cn1c(=O)c2c(nc(SCC(=O)O)n2Cc2cccc(C(F)(F)F)c2)n(C)c1=O	-2.5	-4	-0.1	89	10	15	-10	-2	-8
Cc1ccccc1-c1nc(CS(=O)(=O)CC(=O)NCCCN2CCCC2)c(C)o1	2.0	1	0.0	100	-7	-1	3	1	0
Cn1cnnc1SCC(=O)N1CCC(Cc2ccccc2)CC1	-1.8	-7	0.0	112	5	-12	-12	-5	-6
O=S(=O)(Nc1cccc2cn[nH]c12)c1ccc(F)cc1	2.5	3	0.1	93	-4	20	6	-2	7
CCCN(CCC)Cc1c(C(=O)N/N=C/c2ccsc2)nnn1-c1nonc1N	2.7	0	0.6	91	-9	17	-3	2	13
CC(C)NC(=O)C(C)n1cccc1C(=O)c1ccccc1 (stereo not given)	2.5	1	-0.3	102	2	-11	6	5	9
CCOc1ccc(S(=O)(=O)N2CCC(C(=O)OC(C)C(=O)NC3CCCCC3C)CC2)cc1 (stereo not given)	nt	nt	0.0	103	nt	-2	-1	3	2
COCCCNC(=O)Cn1c(=O)n(Cc2ccc(F)cc2)c(=O)c2sccc21	0.1	-1	0.1	102	5	8	3	9	-2
C[C@@H](CSc1ccccc1)CN1CC[C@H](O)CCC1=O	-3.3	1	0.1	104	-7	-8	0	1	3
COc1ccccc1CCNC(=O)C(=O)NCCC1CCCCN1S(=O)(=O)c1cccs1 (stereo not given)	2.5	0	0.0	94	-1	-3	-1	1	2
COc1cccc(NC(=O)Cn2c(=O)n(-c3ccccc3)c(=O)c3sccc32)c1	-0.7	0	-0.1	98	3	-8	-1	3	2
Cc1cc(=O)oc(C)c1C(=O)NC12CC3CC(CC(C3)C1)C2	-2.1	4	-0.1	86	1	3	2	6	1
CC(=O)c1c(CSc2ccccc2)oc2ccc(O)c(CN(C)C)c12	1.1	4	0.0	97	7	0	11	5	6
O=S(=O)(NCC(c1ccc2c(c1)OCO2)N1CCOCC1)c1ccc(Cl)cc1 (stereo not given)	0.0	3	-0.1	103	-5	13	1	9	14
Cn1cc(Br)c(C(=O)NNC(=O)Nc2ccccc2C(F)(F)F)n1	-2.6	4	-0.1	88	-1	-6	5	3	5
CC1CC(=O)N(C)c2ccc([N+](=O)[O-])cc2N1 (stereo not given)	0.0	-2	-0.1	105	8	0	12	7	5
COc1ccc(Sc2ccccc2CN(C)C)cc1OC	-3.2	2	0.0	68	0	4	-1	2	-8
O=C(CCNS(=O)(=O)c1cccc2nsnc12)N1CCc2ccccc21	-0.7	5	-0.3	94	9	-25	2	5	6

The closing two entries of the part above lead into the next:
SMILES	MEX-5 binding	Fam108B counter	Efflux pump mplx	CR mimetic SO	EBNA-1 inh	ZTA counter	MCL1-BIM inh	BCLXL inh	GLD-1 RNA inh
COc1ccc(Sc2ccccc2CN(C)C)cc1OC	-3.2	2	0.0	68	0	4	-1	2	-8
O=C(CCNS(=O)(=O)c1cccc2nsnc12)N1CCc2ccccc21	-0.7	5	-0.3	94	9	-25	2	5	6
COc1cccc(C2/C(=C(\O)c3ccc4c(c3)OCCO4)C(=O)C(=O)N2CCN(C)C)c1 (stereo not given)	nt	4	-0.2	95	7	7	5	2	-2
Clc1ccc(-c2nnc(-c3cccnc3)o2)cc1	0.8	-1	-0.1	103	0	-6	4	0	-3
CN(NC1OC(=O)c2ccccc21)c1ccc(C(F)(F)F)cc1[N+](=O)[O-] (stereo not given)	2.7	1	-0.1	91	5	-3	-2	3	6
O=[N+]([O-])c1ccc(N2CCN(C(=S)NC3CCCCC3)CC2)cc1	-0.6	5	-0.1	95	1	9	5	3	-3
Cn1c(=O)c2cn3c(c2n(C)c1=O)C(c1ccccc1)CC(c1ccccc1)=N3 (stereo not given)	-0.8	-1	0.0	96	1	-6	-5	0	-4
COc1ccc(-c2nnc(N3CCOCC3)c3ccccc23)cc1	3.9	2	0.0	103	-5	-1	10	3	1
CCC(C(=O)NCc1ccc(F)cc1)n1nc(C)n2c(cc3occc32)c1=O (stereo not given)	1.2	0	0.1	133	-3	7	1	2	3
CC(=O)Nc1ccc(-c2csc(NC(=O)C3=COCCO3)n2)cc1	-3.5	1	0.1	110	-5	2	-3	3	-1
CCN(Cc1cc(=O)n2ccsc2n1)Cc1nc2cc(OC)c(OC)cc2c(=O)[nH]1	-1.6	-2	0.3	85	7	-17	-26	-14	8
COC(=O)N/N=C/c1cccc(OC(=O)c2ccc3c(c2)OCO3)c1	-0.9	-3	-0.1	96	-10	-22	-10	-9	16
CN1CCN(CCCNC(=O)c2cc3c(=O)oc4ccccc4c3s2)CC1	nt	2	0.0	115	-9	-8	6	3	1
COc1ccc(C2NC(=O)CCC2[N+](=O)[O-])cc1OC (stereo not given)	1.8	0	-0.1	102	-7	-20	5	4	-1
Cc1ccccc1NC(=O)COC(=O)c1cc[n+]([O-])cc1	2.3	2	0.0	67	8	9	-5	0	7
CCCC1(c2ccccc2)NC(=O)N(C/C=C/Cl)C1=O (stereo not given)	2.7	1	-0.3	87	-1	2	7	1	-12
COc1ccc(NC(=O)NCc2ccncc2)cc1	1.4	-3	0.0	98	5	5	8	9	2
Cc1ccc(-c2cc(C(=O)Nc3ccc(S(=O)(=O)Nc4ncccn4)cc3)[nH]n2)c(O)c1C	-0.7	-16	-0.1	91	3	-12	3	4	-1
O=C(OCc1cnc(Cl)s1)c1c(F)cccc1F	1.6	0	0.1	123	4	0	-4	0	2
Cc1ccc(/C=N/NC(=O)c2cccc([N+](=O)[O-])c2)o1	2.1	1	0.0	113	6	9	4	10	-3
O=P(C(=NCCO)NO)(N1CCOCC1)N1CCOCC1	0.4	0	0.0	101	7	2	7	6	-1
COc1ccc(CCNC(=O)c2cc(C(C)C)on2)cc1OC	0.5	-2	0.1	102	-3	8	-1	3	3
CC(=O)c1c(C)[nH]c(C(=O)COC(=O)CN(C)S(=O)(=O)c2ccc(Cl)cc2)c1C	2.2	-6	-0.3	94	-7	6	-15	-5	5
O=C(c1ccccc1)C(O)C(c1ccccc1)N1CCOCC1 (stereo not given)	2.3	-3	-0.6	105	3	11	-3	-1	-1
CCOC(=O)N1CCN(S(=O)(=O)c2cc(Br)cc3c2N(C(=O)CC)CC3)CC1	2.1	-1	0.0	103	8	6	3	5	8
CSCC[C@H](NC(=O)[C@@H]1Cc2ccccc2CN1)C(=O)NC1CCCCC1	-2.1	1	-0.1	77	-5	2	8	5	9
CCOC(=O)c1[nH]c(C)c(C(=O)N2CCN(c3ccc(OC)cc3)CC2)c1C	1.9	-3	-0.3	96	-12	-33	8	6	11
O=C1CC(=O)CC(c2ccccc2Cl)C1	1.1	-3	0.2	97	-13	-3	2	2	-2
COC(=O)c1ccc(N2CCN(C)CC2)c(NC(=O)COc2ccc(OC)cc2)c1	-3.6	1	0.1	100	-4	7	-4	-5	1
COc1ccc(/C=C2\Oc3cc(OCC(=O)N4CCC[C@H]4CO)ccc3C2=O)c(OC)c1	-0.8	-3	0.1	96	-8	-2	-49	-29	-82
CC(=O)c1c(C)[nH]c(C(=O)NCc2ccco2)c1C	0.3	3	-0.2	97	12	-2	2	3	1
CCCc1nc2ccc(NC(=O)NCCC(=O)OCC)cc2c(=O)n1Cc1cccc(Cl)c1	1.4	-4	0.0	107	-6	6	4	4	3

Look-ups from the results shown.
Entry for COc1ccc(-c2nnc(N3CCOCC3)c3ccccc23)cc1 under GLD-1 RNA inh: 1
Entry for COC(=O)c1ccc(N2CCN(C)CC2)c(NC(=O)COc2ccc(OC)cc2)c1 under Efflux pump mplx: 0.1
Entry for CN1CCN(CCCNC(=O)c2cc3c(=O)oc4ccccc4c3s2)CC1 under EBNA-1 inh: -9

(listing goes on)
SMILES	MEX-5 binding	Fam108B counter	Efflux pump mplx	CR mimetic SO	EBNA-1 inh	ZTA counter	MCL1-BIM inh	BCLXL inh	GLD-1 RNA inh
CC(=O)Cc1nsc(NC(=O)c2cccc(F)c2)n1	-1.7	-1	-0.1	88	-8	13	14	5	2
COc1cccc(CNS(=O)(=O)c2ccc3c(c2)NC(=O)CS3)c1	-0.8	0	0.1	101	5	-9	6	4	1
CCc1ccc(-c2cnc3nc[nH]c(=O)c3n2)cc1	nt	2	-0.2	95	-5	-12	7	9	2
Cc1cccc(CSc2nnc(CCNC(=O)OC(C)(C)C)o2)c1	0.0	0	0.0	89	3	-4	1	5	1
O=C(NCc1ccc2c(c1)OCO2)c1cccc(S(=O)(=O)N2CCOCC2)c1	-0.4	3	-0.4	78	6	-13	-5	7	-3
CC1(C)C([N+](=O)[O-])C(c2ccc(F)cc2)NC(c2ccc(F)cc2)C1[N+](=O)[O-] (stereo not given)	3.5	-6	0.5	99	2	1	-5	-4	-3
O=C(COC(=O)c1cnccn1)Nc1ncc(Cl)cc1Cl	-7.0	5	-0.2	105	4	-1	33	34*	22
CC(C)CCNC(=O)CSc1nnc(-c2ccc(S(=O)(=O)N3CCCC3)cc2)n1C	0.2	1	0.0	99	-7	-12	-3	-8	3
COc1ccccc1NC(=O)C(=O)N/N=C/c1cccs1	0.3	0	0.2	97	-10	7	3	-1	5
Cc1nn(Cc2ccc([N+](=O)[O-])cc2)c(=O)n1-c1ccc(F)cc1	1.0	-1	0.1	103	0	-3	-3	-2	4
COc1ccc2oc(C(=O)OCC(=O)NC(C)(C#N)C3CC3)c(C)c2c1 (stereo not given)	-0.6	-2	-0.1	101	-4	-7	2	7	2
COc1ccc(Cl)cc1NC(=O)CNCc1cccs1	1.6	-2	0.0	85	7	12	3	1	2
O=C(c1ccco1)N1CCN(Cc2nnc(-c3ccccc3F)o2)CC1	-0.7	3	0.1	90	-12	3	2	-4	2
Brc1ccccc1OCCCCCN1CCCC1	2.3	1	-0.1	103	3	-10	1	6	10
COc1ccc(N2CCN(c3ccc(NC(=O)NN)cc3)CC2)cc1	-0.7	-1	0.1	94	1	2	-6	-3	0
COc1cccc(-c2c(NC(=O)c3ccco3)oc3ccc(Cl)cc3c2=O)c1	0.6	4	0.2	108	1	10	-1	0	4

Source: PubChem (several laboratories)

The order is random. About 2.3% of those tested had a hit in this group.
